Vif inh – HIV Vif inhibition; inhibition, % at 7.49 µM; HEK293T cells, Vif self-association by quenched fluorescence, imaging, 24 h; actives 0.35% (n = 340,000); in the data active = inhibition above about 50%, passing the limit was not always enough; also: some results filed as inactive read as strong as hits
SRC2 inh – human SRC2 (NCOA2) inhibition | inhibition, % at 9 µM | Q15596 | actives 0.17% (n = 370,000) | HEK293 GAL4-SRC2 luciferase reporter, luminescence;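 active = inhibition above the mean inhibition of all tested compounds plus 3 SD, set per campaign, cut at about 52% in these data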;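 also: 0% = DMSO treated cells and 100% = cells given Gossypol at 36 µM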
NR2F2 inh – NR2F2 (human) inhibition, primary screen. P24468. HEK293T NGFI-A luciferase reporter, luminescence. inhibition, % at 8.6 µM. actives 0.7% (n = 370,000). AID 686940;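 active = inhibition above a per-plate cutoff, mean inhibition of test wells between control levels plus 3 SD, cut at about 38% in these data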;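 also: cells cotransfected with COUP-TFII expression vector driving the NGFI-A reporter; 0% = median of COUP-TF2 test wells and 100% = reporter-only cells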
Target sequence (P24468 whole entry, looked up): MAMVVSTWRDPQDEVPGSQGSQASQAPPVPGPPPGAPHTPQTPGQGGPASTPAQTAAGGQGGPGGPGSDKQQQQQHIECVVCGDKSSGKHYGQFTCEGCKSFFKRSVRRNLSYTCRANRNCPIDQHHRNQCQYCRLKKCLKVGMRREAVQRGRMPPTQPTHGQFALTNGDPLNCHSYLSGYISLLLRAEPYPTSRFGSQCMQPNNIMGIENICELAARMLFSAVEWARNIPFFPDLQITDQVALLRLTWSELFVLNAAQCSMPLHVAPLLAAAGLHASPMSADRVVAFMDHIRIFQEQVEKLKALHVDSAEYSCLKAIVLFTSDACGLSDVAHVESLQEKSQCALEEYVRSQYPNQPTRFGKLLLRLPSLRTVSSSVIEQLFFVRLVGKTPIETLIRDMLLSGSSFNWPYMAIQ
SRC1 inh – inhibitors of human steroid receptor coactivator 1 (SRC1) | actives 0.12% (n = 360,000) | AID 588354 | HEK293 GAL4-SRC1 luciferase reporter, luminescence | inhibition, % at 3.6 µM;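 active = inhibition above the campaign mean plus 3 SD, with each screening campaign given its own cutoff, cut at about 60% in these data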;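 also: 0% = DMSO treated cells and 100% = gossypol at 36 µM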
NCOA3 inh – inhibits human SRC3 coactivator. Q9Y6Q9. HEK293 GAL4-SRC3 luciferase reporter, luminescence. inhibition, % at 3.6 µM. actives 0.17% (n = 360,000). AID 588352;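 active = inhibition above a per-campaign cutoff, the mean of all compounds plus 3 SD, cut at about 60% in these data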;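 also: 0% = DMSO-treated cells and 100% = gossypol-treated cells at 36 µM; higher means less SRC3-driven luciferase light from the GAL4 reporter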
NOD2-RIPK2 inh – inhibitors of human NOD2-RIPK2 interaction; actives 0.38% (n = 360,000); inhibition, % at 4.98 µM; AID 624267; CHO BLA complementation NOD2-RIPK2, CCF4 ratio; O43353; in the data active = inhibition above about 21%;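 also: 0% = vehicle only and 100% = reference blocker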
Target sequence (O43353 whole entry, looked up): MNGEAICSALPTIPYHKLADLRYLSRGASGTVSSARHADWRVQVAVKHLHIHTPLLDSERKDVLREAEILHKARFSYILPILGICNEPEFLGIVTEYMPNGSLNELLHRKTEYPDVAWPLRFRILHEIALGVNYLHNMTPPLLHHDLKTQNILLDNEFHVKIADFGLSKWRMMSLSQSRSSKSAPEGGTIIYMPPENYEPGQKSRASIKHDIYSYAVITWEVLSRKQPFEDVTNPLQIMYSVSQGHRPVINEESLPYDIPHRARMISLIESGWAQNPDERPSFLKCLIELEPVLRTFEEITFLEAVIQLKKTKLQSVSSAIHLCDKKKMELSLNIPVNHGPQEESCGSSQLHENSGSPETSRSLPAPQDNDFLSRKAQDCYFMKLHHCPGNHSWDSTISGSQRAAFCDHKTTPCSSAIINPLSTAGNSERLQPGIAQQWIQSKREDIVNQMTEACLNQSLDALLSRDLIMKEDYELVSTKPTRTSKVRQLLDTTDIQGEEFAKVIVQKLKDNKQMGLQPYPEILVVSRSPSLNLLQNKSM
LRH-1 inv ag – suppresses constitutive activity of human LRH-1; inhibition, % at 3.6 µM; O00482; AID 602396; actives 0.13% (n = 360,000); HEK293T StAR-luciferase reporter, LRH-1 transfected, 24 h;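 active = inhibition above the mean inhibition of all tested compounds plus 3 SD, cut at about 73% in these data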;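 also: 0% = DMSO wells and 100% = reporter-only cells lacking LRH-1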
TLR9-MyD88 block – TLR9-MyD88 interaction inhibition | inhibition, % at 4.98 µM | actives 0.21% (n = 340,000) | CHO BLA complementation TLR9-MyD88, CCF4 FRET ratio;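 active = inhibition above the mean over all tested compounds plus 3 SD, cut at about 21% in these data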;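 also: 0% = DMSO only wells and 100% = clavulanate BLA inhibitor control wells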
C8 TRAIL sens – sensitizes caspase-8 expressing cells to TRAIL. NB7+C8 cells + TRAIL, ATPlite viability luminescence. inhibition (viability loss, TRAIL sensitization), % at 10 µM. actives 1% (n = 360,000). AID 624354;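 active = compounds causing at least 50% loss of cell viability in the single-dose screen, relative to plate controls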
TROY NFkB inh – inhibitors of TROY-dependent NF-kB signaling | Q293 LMP1-TROYcd NF-kB luciferase reporter, 4 h | inhibition, % at 10 µM | actives 0.98% (n = 360,000);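 active = compounds whose plate-normalised and pattern-corrected inhibition of the luciferase reporter signal at the single screening dose is 50% or more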
EBV LMP1 NFkB – inhibitors of Epstein-Barr LMP1-induced NF-kappaB reporter | LMP1-induced NF-kappaB luciferase reporter cells, luminescence | inhibition, % at 12.5 µM | actives 0.69% (n = 350,000) | AID 504558; in the data active = inhibition above about 41%;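 also: 0% = neutral control wells and 100% = reference inhibitor control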
* hit, by the source's call. Not all compounds are listed; count on the stated rates, not on these rows.

`C[C@@H](OC(=O)c1[nH]cnc1C(=O)N1CCN(C(=O)OC(C)(C)C)CC1)c1ccccc1` gave Vif inh -1.6, SRC2 inh -5.9, NR2F2 inh -4.0, SRC1 inh 11.9, NCOA3 inh -15.2, NOD2-RIPK2 inh -32.5, LRH-1 inv ag 24.3, TLR9-MyD88 block -1.7, C8 TRAIL sens -7.5, TROY NFkB inh 5.0 and EBV LMP1 NFkB 0.6.
CCCNC(=O)C(Cc1ccc(I)cc1)NC(=O)c1ccc(C#N)cc1 (stereo not drawn) was read as Vif inh 20.4, SRC2 inh 5.2, NR2F2 inh -0.2, SRC1 inh -0.9, NCOA3 inh 0.1, NOD2-RIPK2 inh -4.0, LRH-1 inv ag 9.1, TLR9-MyD88 block 4.5, C8 TRAIL sens -10.4, TROY NFkB inh -12.6 and EBV LMP1 NFkB 1.7.
COc1cc(NS(=O)(=O)c2cc3[nH]c(=O)c(=O)[nH]c3cc2C)cc(OC)c1OC was read as Vif inh 0.3, SRC2 inh -5.7, NR2F2 inh 2.3, SRC1 inh -24.0, NCOA3 inh 0.8, NOD2-RIPK2 inh 9.3, LRH-1 inv ag -17.6, TLR9-MyD88 block -3.6, C8 TRAIL sens -7.8, TROY NFkB inh 3.3 and EBV LMP1 NFkB -5.3.
Screening O=C(CCC(=O)n1ncc2ccccc21)NCc1ccc(F)cc1 returned Vif inh -5.0, SRC2 inh 3.2, NR2F2 inh -10.3, SRC1 inh -4.1, NCOA3 inh -10.1, NOD2-RIPK2 inh -17.9, LRH-1 inv ag -6.0, TLR9-MyD88 block 2.0, C8 TRAIL sens -29.2, TROY NFkB inh 4.8 and EBV LMP1 NFkB -4.4.
`CCOc1ccc(/C=C2\SC(=S)N(CCCC(=O)NCCCN3CCOCC3)C2=O)cc1` gave Vif inh -4.7, SRC2 inh 83.5*, NR2F2 inh 68.6*, SRC1 inh 33.3, NCOA3 inh 32.8, NOD2-RIPK2 inh -1.2, LRH-1 inv ag 31.4, TLR9-MyD88 block -7.5, C8 TRAIL sens 8.8, TROY NFkB inh 8.7 and EBV LMP1 NFkB 54.7*.
For CC(C)NC(=O)N(C)C[C@@H]1OCc2ccccc2-c2c(n(C)c3ccccc23)C(=O)N([C@@H](C)CO)C[C@@H]1C the results were Vif inh -1.2, SRC2 inh -14.8, NR2F2 inh 15.7, SRC1 inh 6.0, NCOA3 inh 5.6, NOD2-RIPK2 inh -4.8, LRH-1 inv ag 9.4, TLR9-MyD88 block -1.3, C8 TRAIL sens -11.4, TROY NFkB inh 4.5 and EBV LMP1 NFkB 3.5.
COC(=O)c1cc(Br)c(=O)n(Cc2ccc(OC)c(OC)c2)c1 was read as Vif inh -4.3, SRC2 inh -1.6, NR2F2 inh 13.5, SRC1 inh -2.9, NCOA3 inh -17.3, NOD2-RIPK2 inh 1.4, LRH-1 inv ag 0.4, TLR9-MyD88 block 10.1, C8 TRAIL sens 7.4 and EBV LMP1 NFkB 7.8.
Cc1cccc(-n2c(CNC(=O)COc3ccccc3)nnc2SCC(=O)Nc2nccs2)c1 was read as Vif inh 6.5, SRC2 inh -12.7, NR2F2 inh 9.3, SRC1 inh -7.6, NCOA3 inh 12.5, NOD2-RIPK2 inh -5.9, LRH-1 inv ag 13.3, TLR9-MyD88 block 7.7, C8 TRAIL sens 1.2, TROY NFkB inh -19.4 and EBV LMP1 NFkB -2.0.
Cn1ncc(Br)c1C(=O)N1CCCCCC1 was read as Vif inh 0.6, SRC2 inh -0.4, NR2F2 inh 7.2, SRC1 inh -21.4, NCOA3 inh -4.4, NOD2-RIPK2 inh -6.1, LRH-1 inv ag 5.5, TLR9-MyD88 block -8.8, C8 TRAIL sens 5.1, TROY NFkB inh 2.8 and EBV LMP1 NFkB 0.5.
Screening CCOC1=C2CN(S(=O)(=O)c3ccc(C)cc3)[C@@H](c3cccs3)C[C@H]2[C@H]2C(=O)N(c3ccccc3)C(=O)[C@H]2C1 returned Vif inh -2.2, SRC2 inh -33.8, NR2F2 inh -3.9, SRC1 inh 10.6, NCOA3 inh 13.2, NOD2-RIPK2 inh -3.7, LRH-1 inv ag -15.9, C8 TRAIL sens -1.0 and TROY NFkB inh 9.4.
Screening O=C(NCC(c1ccco1)N1CCOCC1)c1ccc(F)c(F)c1 (stereo not drawn) returned Vif inh -5.3, SRC2 inh -6.1, NR2F2 inh -5.7, SRC1 inh -11.5, NCOA3 inh -1.4, NOD2-RIPK2 inh 4.8, LRH-1 inv ag 8.3, TLR9-MyD88 block -5.4, C8 TRAIL sens -2.7, TROY NFkB inh 15.0 and EBV LMP1 NFkB 16.1.
Screening Cc1cc(Nc2cccc(F)c2)nc(-c2ccccc2O)n1 returned Vif inh -15.5, SRC2 inh 11.1, NR2F2 inh -10.6, SRC1 inh -11.0, NCOA3 inh -2.0, NOD2-RIPK2 inh -0.3, LRH-1 inv ag 11.5, TLR9-MyD88 block -5.4, C8 TRAIL sens 7.4, TROY NFkB inh -40.7 and EBV LMP1 NFkB -10.3.
`O=C(CNC(c1ccccc1)c1ccccc1)Nc1ccccc1Br` gave Vif inh -0.3, SRC2 inh -17.3, NR2F2 inh 18.7, SRC1 inh 20.9, NCOA3 inh 5.5, NOD2-RIPK2 inh 11.6, LRH-1 inv ag -0.1, TLR9-MyD88 block 0.4, C8 TRAIL sens 12.0, TROY NFkB inh 21.2 and EBV LMP1 NFkB -0.9.
Screening Cn1c(CCNC(=O)c2ccco2)nc2cc(NC(=O)NC3CCCCC3)ccc21 returned Vif inh -8.3, SRC2 inh -39.6, NR2F2 inh -21.6, SRC1 inh -58.8, NCOA3 inh -20.9, NOD2-RIPK2 inh 3.4, LRH-1 inv ag -26.3, TLR9-MyD88 block -0.5, C8 TRAIL sens 12.7, TROY NFkB inh -57.5 and EBV LMP1 NFkB -12.9.
Screening CN(Cc1ccccc1)S(=O)(=O)c1ccc(Cl)c(C(=O)N2CCOCC2)c1 returned Vif inh -0.2, SRC2 inh -17.1, NR2F2 inh 3.3, SRC1 inh 7.8, NCOA3 inh -9.2, NOD2-RIPK2 inh -2.3, LRH-1 inv ag 8.5, TLR9-MyD88 block -2.1, C8 TRAIL sens -3.8, TROY NFkB inh 13.6 and EBV LMP1 NFkB 8.8.
Screening Cc1ccc(S(=O)(=O)N(C)c2ccc(C(=O)N3CCOCC3)cc2)cc1 returned Vif inh 8.4, SRC2 inh -6.2, NR2F2 inh 24.4, SRC1 inh 5.7, NCOA3 inh -48.8, NOD2-RIPK2 inh 5.3, LRH-1 inv ag -7.2, TLR9-MyD88 block -4.8, C8 TRAIL sens 1.9, TROY NFkB inh -8.3 and EBV LMP1 NFkB 1.6.
O=C(CNC1CCN(Cc2ccccc2)CC1)Nc1ccc(S(=O)(=O)N2CCCCC2)cc1 was read as Vif inh 5.2, SRC2 inh -27.2, NR2F2 inh 1.0, SRC1 inh 4.8, NCOA3 inh -1.5, NOD2-RIPK2 inh -3.3, LRH-1 inv ag 4.1, TLR9-MyD88 block -1.0, C8 TRAIL sens -10.0, TROY NFkB inh 12.8 and EBV LMP1 NFkB 4.7.
`COc1ccc(Cc2nc3ccccc3[nH]2)cc1OC` gave Vif inh -3.4, SRC2 inh 18.0, NR2F2 inh 32.2, SRC1 inh 4.7, NCOA3 inh 17.9, NOD2-RIPK2 inh -1.1, LRH-1 inv ag 18.4, TLR9-MyD88 block -2.6, C8 TRAIL sens -7.0, TROY NFkB inh 14.5 and EBV LMP1 NFkB 9.2.
S=C(Nc1ccc(Cl)c(Cl)c1)N1CCN(c2ccccn2)CC1 was read as Vif inh -0.4, SRC2 inh -3.2, NR2F2 inh 4.1, SRC1 inh 0.7, NCOA3 inh 11.5, NOD2-RIPK2 inh 9.9, LRH-1 inv ag -1.1, TLR9-MyD88 block -5.8, C8 TRAIL sens 3.0, TROY NFkB inh 8.9 and EBV LMP1 NFkB 2.6.
Cc1ccc2oc3c(c(=O)c2c1)C(c1cccc(O)c1)N(c1ccccn1)C3=O (stereo not drawn) was read as Vif inh -11.3, SRC2 inh -17.1, NR2F2 inh -7.4, SRC1 inh -6.5, NCOA3 inh 15.3, NOD2-RIPK2 inh -1.3, LRH-1 inv ag -37.2, TLR9-MyD88 block -9.8, C8 TRAIL sens -6.2, TROY NFkB inh -4.9 and EBV LMP1 NFkB 10.3.
O=C1NCCCC1(c1ccccc1)c1ccccc1 was read as Vif inh -3.2, SRC2 inh 6.9, NR2F2 inh -0.1, SRC1 inh 6.0, NCOA3 inh -3.9, NOD2-RIPK2 inh -4.9, LRH-1 inv ag -4.2, TLR9-MyD88 block -5.9, C8 TRAIL sens 2.8, TROY NFkB inh -12.3 and EBV LMP1 NFkB 7.5.
Cc1ccc(SC(C)C(=O)Nc2ccc(S(=O)(=O)N3CCOCC3)cc2)cc1 (stereo not drawn) was read as Vif inh 16.7, SRC2 inh -15.5, NR2F2 inh 11.8, SRC1 inh -1.6, NCOA3 inh 4.5, NOD2-RIPK2 inh 5.0, LRH-1 inv ag -15.7, TLR9-MyD88 block -6.1, C8 TRAIL sens -11.7, TROY NFkB inh -1.9 and EBV LMP1 NFkB 3.3.
For COc1ccc(CCn2c(C)cc(C(=O)CSc3nnnn3C)c2C)cc1 the results were Vif inh -8.1, SRC2 inh 7.6, NR2F2 inh 0.1, SRC1 inh 8.5, NCOA3 inh 13.9, NOD2-RIPK2 inh -2.2, LRH-1 inv ag 33.4, TLR9-MyD88 block -0.6, C8 TRAIL sens -6.3, TROY NFkB inh -5.6 and EBV LMP1 NFkB -2.1.
For N=c1c(S(=O)(=O)c2ccccc2)cc2c(=O)n3ccccc3nc2n1CC1CCCO1 (stereo not drawn) the results were Vif inh 9.3, SRC2 inh -3.7, NR2F2 inh -16.2, SRC1 inh -23.6, NCOA3 inh -21.8, NOD2-RIPK2 inh -7.7, LRH-1 inv ag 6.8, TLR9-MyD88 block -17.3, C8 TRAIL sens 2.7, TROY NFkB inh -9.4 and EBV LMP1 NFkB 3.7.
O=C(NCc1cc(Cl)cc(Cl)c1)c1ccc2nc([C@@H]3O[C@H](CO)[C@H](O)[C@H](O)[C@H]3O)[nH]c2c1 was read as Vif inh 13.1, SRC2 inh 1.7, NR2F2 inh -3.0, SRC1 inh 5.1, NCOA3 inh -4.3, NOD2-RIPK2 inh -1.6, LRH-1 inv ag 3.2, C8 TRAIL sens 7.2 and TROY NFkB inh -11.9.
O=C(Nc1ccc(F)cc1)c1ccc2nsnc2c1 was read as Vif inh -1.7, SRC2 inh 24.5, NR2F2 inh -29.7, SRC1 inh -71.7, NCOA3 inh -16.8, NOD2-RIPK2 inh -3.4, LRH-1 inv ag -63.0, TLR9-MyD88 block -2.0, C8 TRAIL sens 17.3, TROY NFkB inh -48.5 and EBV LMP1 NFkB -15.3.
